NSD2 inh = inhibitors of human NSD2 methyltransferase; O96028; AID 624260; inhibition, % at 12.5 µM; NSD2-SET H3K36me1 DELFIA fluorescence, biochemical; 44,000 tested, 0.07% active; in the data active = inhibition above about 54%, passing the limit was not always enough;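 note: inhibitors reduce the monomethyl H3K36 fluorescence signal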
Target sequence (O96028 whole entry, looked up): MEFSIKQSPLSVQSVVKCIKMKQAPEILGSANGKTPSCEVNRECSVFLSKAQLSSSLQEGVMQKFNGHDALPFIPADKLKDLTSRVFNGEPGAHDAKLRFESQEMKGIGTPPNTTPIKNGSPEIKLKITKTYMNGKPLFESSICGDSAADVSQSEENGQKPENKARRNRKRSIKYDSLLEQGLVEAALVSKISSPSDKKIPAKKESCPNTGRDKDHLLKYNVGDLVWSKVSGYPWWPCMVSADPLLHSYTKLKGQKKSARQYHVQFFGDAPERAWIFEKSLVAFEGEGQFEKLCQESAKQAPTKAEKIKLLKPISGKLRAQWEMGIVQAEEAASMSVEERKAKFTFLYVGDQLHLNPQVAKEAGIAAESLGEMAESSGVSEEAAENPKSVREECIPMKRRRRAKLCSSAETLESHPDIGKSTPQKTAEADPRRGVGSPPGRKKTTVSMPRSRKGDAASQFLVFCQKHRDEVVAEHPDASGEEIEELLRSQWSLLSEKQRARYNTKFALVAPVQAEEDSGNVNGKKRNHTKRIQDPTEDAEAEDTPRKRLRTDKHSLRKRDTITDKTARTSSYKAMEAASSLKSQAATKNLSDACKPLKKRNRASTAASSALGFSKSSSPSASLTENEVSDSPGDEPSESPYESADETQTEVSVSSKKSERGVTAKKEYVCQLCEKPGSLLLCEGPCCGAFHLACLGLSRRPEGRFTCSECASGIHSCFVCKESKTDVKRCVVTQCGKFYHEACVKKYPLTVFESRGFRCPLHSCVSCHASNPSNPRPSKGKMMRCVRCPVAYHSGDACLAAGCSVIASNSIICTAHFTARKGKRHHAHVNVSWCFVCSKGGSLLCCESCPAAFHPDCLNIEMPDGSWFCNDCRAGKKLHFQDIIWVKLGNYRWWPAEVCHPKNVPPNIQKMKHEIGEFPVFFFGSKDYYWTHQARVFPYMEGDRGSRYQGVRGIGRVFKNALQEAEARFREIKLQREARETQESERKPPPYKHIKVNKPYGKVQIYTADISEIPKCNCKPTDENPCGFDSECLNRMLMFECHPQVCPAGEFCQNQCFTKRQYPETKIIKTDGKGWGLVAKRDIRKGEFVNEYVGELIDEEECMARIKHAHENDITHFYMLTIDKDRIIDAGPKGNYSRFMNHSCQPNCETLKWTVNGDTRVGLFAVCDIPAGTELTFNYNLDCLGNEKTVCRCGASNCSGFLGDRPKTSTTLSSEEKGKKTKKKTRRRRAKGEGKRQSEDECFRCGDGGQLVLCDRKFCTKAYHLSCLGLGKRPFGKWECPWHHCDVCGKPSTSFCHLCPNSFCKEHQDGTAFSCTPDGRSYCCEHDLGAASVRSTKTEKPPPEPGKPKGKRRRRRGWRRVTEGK
Active calls of the source: *; i = inactive. Some of the compounds tested; rates above refer to the full screens.

| NSD2 inh | canonical_smiles |
| --- | --- |
| -1 | C[C@@H]1CN([C@@H](C)CO)S(=O)(=O)c2ccc(C#CCN(C)C)cc2O[C@H]1CN(C)CC1CCCC1 |
| 6 | CN1CCN(C(=O)C[C@@H]2CC[C@@H](NC(=O)Nc3ccccc3F)[C@H](CO)O2)CC1 |
| -1 | C[C@H]1CN([C@@H](C)CO)C(=O)c2cccc(NC(=O)CCCCCC(=O)Nc3ccccc3N)c2O[C@@H]1CN(C)C(=O)NC1CCCCC1 |
| 5 | COCC#Cc1ccc2c(c1)O[C@H](CN(C)C(=O)CN(C)C)[C@H](C)CN([C@@H](C)CO)S2(=O)=O |
| 3 | C[C@H]1CN([C@@H](C)CO)C(=O)Cc2cc(NC(=O)c3ccncc3)ccc2O[C@H]1CN(C)Cc1ccc(C(=O)O)cc1 |
| 2 | C[C@H](CO)N1C[C@H](C)[C@H](CN(C)C(=O)c2ccncc2)OCCCC[C@H](C)Oc2ccc(NC(=O)C3CCCCC3)cc2C1=O |
| 3 | C[C@H](CO)N1C[C@H](C)[C@H](CN(C)C(=O)c2ccncc2)Oc2ncc(C3=CCCCC3)cc2C1=O |
| 11 | C[C@H]1CCCCO[C@H](CN(C)CC2CCCCC2)[C@@H](C)CN([C@@H](C)CO)C(=O)c2cc(NC(=O)c3ccncc3)ccc2O1 |
| 8 | COc1ccc([Si](C)(C)[C@H]2[C@H](CCn3cc([C@H](O)c4ccccc4)nn3)O[C@@]3(C(=O)N(Cc4cccc(N5CCOC5=O)c4)c4ccccc43)[C@@H]2C)cc1 |
| 3 | C[C@H]1CN([C@@H](C)CO)C(=O)c2cc(C#CCN(C)C)cnc2O[C@H]1CN(C)C(=O)NC1CCCCC1 |
| -257 | C[C@@H]1CN([C@@H](C)CO)C(=O)c2cc(NC(=O)Cc3ccccc3)ccc2O[C@@H](C)CCCCO[C@H]1CN(C)C |
| 3 | C[C@H](CO)N1C[C@H](C)[C@H](CN(C)S(=O)(=O)c2ccc(Cl)cc2)Oc2ccc(NS(=O)(=O)c3ccc(Cl)cc3)cc2C1=O |
| 0 | COc1ccc(-c2cnc3c(c2)C(=O)N([C@H](C)CO)C[C@@H](C)[C@@H](CN(C)C(=O)Cc2ccncc2)O3)cc1 |
| 1 | C[C@@H]1CN([C@@H](C)CO)C(=O)Cc2cc(NS(=O)(=O)c3ccc(F)cc3)ccc2O[C@H]1CN(C)Cc1ccncc1 |
| 1 | Cc1nn(-c2ccccc2)cc1C1C=C(c2ccc(Cl)cc2)N=C2SCC(=O)N21 (stereo not drawn) |
| 2 | COc1cccc(-c2cnc3c(c2)C(=O)N([C@H](C)CO)C[C@H](C)[C@H](CN(C)S(=O)(=O)c2cn(C)cn2)O3)c1 |
| i | COc1ccc(CN(C)C[C@@H]2Oc3ccc(NS(=O)(=O)c4cn(C)cn4)cc3CC(=O)N([C@H](C)CO)C[C@@H]2C)cc1 |
| 1 | CN(C)C(=O)C[C@H]1C[C@@H]2c3cc(NC(=O)c4ccc5c(c4)OCO5)ccc3O[C@@H]2[C@@H](CO)O1 |
| -10 | C[C@@H]1CCCCO[C@H](CN(C)Cc2ccncc2)[C@H](C)CN([C@H](C)CO)C(=O)c2cc(NC(=O)CCCN(C)C)ccc2O1 |
| i | COc1ccc(S(=O)(=O)Nc2ccc3c(c2)C(=O)N([C@H](C)CO)C[C@@H](C)[C@@H](CN(C)C(=O)NC2CCCCC2)OCCCC[C@H](C)O3)cc1 |
| 7 | CCC(=O)N(C)C[C@H]1Oc2ncc(/C=C/c3ccccc3)cc2C(=O)N([C@H](C)CO)C[C@H]1C |
| 0 | C[C@@H]1CCCCO[C@H](CN(C)C(=O)c2ccccc2)[C@@H](C)CN([C@H](C)CO)C(=O)c2cc(NS(=O)(=O)c3cn(C)cn3)ccc2O1 |
| 3 | Cc1noc(C)c1S(=O)(=O)Nc1ccc2c(c1)C(=O)N([C@@H](C)CO)C[C@@H](C)[C@H](CN(C)S(=O)(=O)c1c(C)noc1C)OCCCC[C@@H](C)O2 |
| -19 | CCCN(C)C[C@H]1Oc2ncc(-c3ccccc3)cc2C(=O)N([C@H](C)CO)C[C@@H]1C |
| -1 | C[C@H](CO)N1C[C@H](C)[C@H](CN(C)S(=O)(=O)c2ccccc2F)Oc2ncc(C#Cc3ccccc3F)cc2C1=O |
| -4 | C[C@H](CO)N1C[C@H](C)[C@@H](CN(C)S(=O)(=O)c2ccc(Cl)cc2)Oc2c(NC(=O)Nc3ccc(C(F)(F)F)cc3)cccc2C1=O |
| 1 | C/C=C/c1ccc2c(c1)O[C@@H](CN(C)Cc1ccccn1)[C@H](C)CN([C@H](C)CO)S2(=O)=O |
| 2 | COc1ccc(CN(C)C[C@H]2Oc3c(NC(=O)Nc4c(C)noc4C)cccc3C(=O)N([C@H](C)CO)C[C@@H]2C)cc1 |
| -4 | COCCOC(=O)N1C(=O)[C@@]2(c3cc(C#Cc4ccc(OC)cc4)ccc31)[C@H](C(=O)N1CCN(c3ncccn3)CC1)[C@H]1C(=O)O[C@H](c3ccccc3)[C@H](c3ccccc3)N1[C@@H]2c1ccc(OCCO)cc1 |
| 2 | C[C@@H]1CN([C@H](C)CO)C(=O)CCCn2cc(nn2)CO[C@@H]1CN(C)S(=O)(=O)c1ccc(-n2cccn2)cc1 |
| -3 | CC(C)NC(=O)N(C)C[C@@H]1Oc2cc(-c3ccncc3)ccc2S(=O)(=O)N([C@@H](C)CO)C[C@H]1C |
| -1 | C[C@H](CO)N1C[C@H](C)[C@H](CN(C)S(C)(=O)=O)Oc2cc(C3=CCCC3)ccc2S1(=O)=O |
| 3 | CC(C)NC(=O)Nc1cccc2c1O[C@@H](CN(C)CC1CC1)[C@H](C)CN([C@@H](C)CO)C2=O |
| -3 | CCCNC(=O)N[C@H]1CC[C@H](CC(=O)NC2CCC2)O[C@@H]1CO |
| -5 | C[C@H]1CN([C@@H](C)CO)C(=O)c2cc(NC(=O)NC3CCCCC3)ccc2O[C@@H]1CN(C)CC1CCCCC1 |
| 1 | CCCN(C)C[C@H]1OCc2cnnn2CCCC(=O)N([C@@H](C)CO)C[C@H]1C |
| 0 | C[C@H](CO)N1C[C@H](C)[C@H](CN(C)C(=O)Nc2cccc3ccccc23)Oc2ccc(NS(=O)(=O)c3cn(C)cn3)cc2C1=O |
| -3 | CCCCc1cn(C[C@H](Cc2ccccc2)NC(=O)N[C@H](CO)CCc2oc(C(C)=O)c(C(=O)OC)c2C(=O)OC)nn1 |
| 2 | CNC[C@H]1OCCCC[C@H](C)Oc2ccc(NC(=O)NC(C)C)cc2C(=O)N([C@H](C)CO)C[C@@H]1C |
| 4 | C[C@@H]1CN([C@H](C)CO)C(=O)c2cc(C#CCc3ccccc3)cnc2O[C@H]1CN(C)CC1CCOCC1 |
| 2 | CCNc1nc(NC(C)(C)C)nc(N(C#N)CC(=O)OC)n1 |
| -5 | Cc1noc(C)c1NC(=O)Nc1ccc2c(c1)C(=O)N([C@H](C)CO)C[C@@H](C)[C@@H](CN(C)Cc1ccc(C(F)(F)F)cc1)O2 |
| 2 | C[C@@H]1CN([C@H](C)CO)C(=O)c2cc(NC(=O)Nc3ccc4c(c3)OCO4)ccc2O[C@H]1CN(C)Cc1ccncc1 |
| -6 | O=C(C[C@@H]1C[C@@H]2c3cc(NC(=O)C4CCOCC4)ccc3O[C@@H]2[C@@H](CO)O1)NCc1cc(F)ccc1F |
| 2 | CC(C)NC(=O)Nc1ccc2c(c1)C(=O)N([C@@H](C)CO)C[C@H](C)[C@H](CN(C)Cc1ccc3c(c1)OCO3)O2 |
| -1 | O=C(C[C@H]1C[C@@H]2c3cc(NC(=O)C4CCOCC4)ccc3O[C@@H]2[C@@H](CO)O1)NCc1ccc2c(c1)OCO2 |
| 10 | C[C@@H]1CN([C@H](C)CO)C(=O)c2cc(NC(=O)Cn3cnnn3)ccc2O[C@H]1CN(C)C |
| 3 | CC(C)NC(=O)N[C@@H]1C=C[C@H](CC(=O)NCCCN(C)C)O[C@@H]1CO |
| 1 | C[C@@H]1CN([C@H](C)CO)S(=O)(=O)c2ccc(C#CC3(O)CCCC3)cc2O[C@@H]1CN(C)CC1CC1 |
| 5 | C[C@H](CO)N1C[C@H](C)[C@H](CN(C)Cc2ccc(F)cc2)Oc2ncc(-c3cccc(F)c3)cc2C1=O |

Rewritten with bars between the fields: part of the list above
Structure | NSD2 inh
Cc1noc(C)c1NC(=O)Nc1ccc2c(c1)C(=O)N([C@H](C)CO)C[C@@H](C)[C@@H](CN(C)Cc1ccc(C(F)(F)F)cc1)O2 | -5
CC(C)NC(=O)Nc1ccc2c(c1)C(=O)N([C@@H](C)CO)C[C@H](C)[C@H](CN(C)Cc1ccc3c(c1)OCO3)O2 | 2
C[C@H](CO)N1C[C@H](C)[C@H](CN(C)Cc2ccc(F)cc2)Oc2ncc(-c3cccc(F)c3)cc2C1=O | 5
CCNc1nc(NC(C)(C)C)nc(N(C#N)CC(=O)OC)n1 | 2
C[C@@H]1CN([C@H](C)CO)S(=O)(=O)c2ccc(C#CC3(O)CCCC3)cc2O[C@@H]1CN(C)CC1CC1 | 1
C[C@@H]1CN([C@H](C)CO)C(=O)c2cc(NC(=O)Cn3cnnn3)ccc2O[C@H]1CN(C)C | 10
O=C(C[C@@H]1C[C@@H]2c3cc(NC(=O)C4CCOCC4)ccc3O[C@@H]2[C@@H](CO)O1)NCc1cc(F)ccc1F | -6

Not a retest: 2 of the compounds above.
| NSD2 inh | canonical_smiles |
| --- | --- |
| -1 | C[C@@H]1CN([C@@H](C)CO)S(=O)(=O)c2ccc(C#CCN(C)C)cc2O[C@H]1CN(C)CC1CCCC1 |
| 6 | CN1CCN(C(=O)C[C@@H]2CC[C@@H](NC(=O)Nc3ccccc3F)[C@H](CO)O2)CC1 |

Later entries.
| NSD2 inh | canonical_smiles |
| --- | --- |
| -1 | NC(=O)COc1ccc(/C=N/NC(=O)CCCCCCC(=O)NO)cc1 |
| -4 | COc1ccc(CN(C)C[C@@H]2OCCCC[C@@H](C)Oc3ccc(NS(=O)(=O)c4ccc(Cl)cc4)cc3C(=O)N([C@@H](C)CO)C[C@@H]2C)cc1 |
| 4 | CNC[C@@H]1Oc2c(N)cccc2C(=O)N([C@H](C)CO)C[C@H]1C |
| -2 | O=C1O[C@@H](c2ccccc2)[C@@H](c2ccccc2)N2[C@@H](c3ccc(OCCO)cc3)[C@]3(C(=O)Nc4ccccc43)[C@@H](C(=O)NC[C@H](O)c3ccccc3)[C@H]12 |
| 6 | C[C@@H]1CN([C@H](C)CO)C(=O)c2cc(NC(=O)CCCN(C)C)ccc2O[C@@H](C)CCCCO[C@@H]1CN(C)Cc1ccc(C(F)(F)F)cc1 |
| -5 | C[C@H]1CN([C@@H](C)CO)C(=O)c2cccc(NC(=O)C3CC3)c2O[C@H]1CN(C)C(=O)Nc1cccc2ccccc12 |
| -6 | C[C@@H]1CN([C@@H](C)CO)C(=O)c2cc(NC(=O)c3ccccc3)ccc2O[C@@H](C)CCCCO[C@@H]1CN(C)C |
| -2 | CN(C)c1cccc(N2C(=S)SC3CS(=O)(=O)CC32)c1 (stereo not drawn) |
| 4 | C[C@H]1CN([C@@H](C)CO)C(=O)c2cc(-c3ccncc3)cnc2O[C@H]1CN(C)Cc1ccc(F)cc1 |
| 6 | C[C@@H]1CCCCO[C@@H](CN(C)Cc2ccc(C(F)(F)F)cc2)[C@H](C)CN([C@@H](C)CO)C(=O)c2cc(NC(=O)Cc3ccccc3)ccc2O1 |
| -2 | C[C@H](CO)N1C[C@H](C)[C@H](CN(C)Cc2ccncc2)Oc2ccc(NC(=O)Nc3ccc(F)cc3)cc2CC1=O |
| -1 | C[C@@H]1CCCCO[C@@H](CN(C)C(=O)Nc2cccc3ccccc23)[C@H](C)CN([C@H](C)CO)C(=O)c2cc(NS(=O)(=O)c3ccc(F)cc3)ccc2O1 |
| -2 | C[C@@H]1CN([C@H](C)CO)C(=O)c2cccc(NC(=O)c3ccc(-c4nccs4)cc3)c2O[C@@H]1CN(C)C(=O)Nc1ccc2c(c1)OCO2 |
| -447 | Cc1noc(C)c1S(=O)(=O)Nc1ccc2c(c1)C(=O)N([C@@H](C)CO)C[C@@H](C)[C@H](CN(C)Cc1ccccc1)OCCCC[C@@H](C)O2 |
| 30 | C[C@@H]1CN([C@@H](C)CO)C(=O)c2cc(NC(=O)CCCN(C)C)ccc2O[C@H]1CN(C)C |
| 4 | C[C@H](CO)N1C[C@H](C)[C@@H](CN(C)C(=O)Cc2ccccn2)Oc2ncc(C#CC3CCCCC3)cc2C1=O |
| -1 | COC(=O)C[C@H]1C[C@@H]2c3cc(NC(=O)Nc4ccc(OC)cc4)ccc3O[C@@H]2[C@@H](CO)O1 |
| 5 | CNC[C@H]1Oc2ccc(NS(=O)(=O)c3ccc(F)cc3)cc2CC(=O)N([C@@H](C)CO)C[C@@H]1C |
| -6 | C[C@@H]1CN([C@@H](C)CO)C(=O)c2cccc(NC(=O)Nc3ccc(C(F)(F)F)cc3)c2O[C@H]1CN(C)C(=O)Nc1cccc2ccccc12 |
| 0 | C[C@H]1CN([C@@H](C)CO)C(=O)Cc2cc(NC(=O)c3ccncc3)ccc2O[C@@H]1CN(C)Cc1ccccc1 |
| 8 | COc1cc(Br)c(/C=N/NC(=O)c2cccc(C(=O)NO)c2)cc1OC |
| 1 | COc1ccc(S(=O)(=O)Nc2ccc3c(c2)C(=O)N([C@@H](C)CO)C[C@H](C)[C@H](CN(C)Cc2ccc(C(=O)Nc4ccccc4N)cc2)O3)cc1 |
| 5 | C[C@H](CO)N1C[C@H](C)[C@H](CN(C)Cc2ccncc2)Oc2ncccc2C1=O |
| 4 | C[C@@H]1CN([C@H](C)CO)C(=O)c2cc(NS(=O)(=O)c3cccs3)ccc2O[C@H]1CN(C)Cc1ccc2c(c1)OCO2 |
| -3 | CCOc1cccc(/C=N/NC(=O)c2ccccn2)c1OCC |
| 0 | C[C@H]1CN([C@@H](C)CO)C(=O)c2cc(NS(=O)(=O)c3cn(C)cn3)ccc2O[C@@H]1CN(C)CC1CC1 |
| 2 | Cc1ccc(S(=O)(=O)NCc2ccccc2)cc1 |
| -3 | Cc1noc(C)c1NC(=O)Nc1ccc2c(c1)CC(=O)N([C@H](C)CO)C[C@@H](C)[C@@H](CN(C)Cc1ccc(C(=O)Nc3ccccc3N)cc1)O2 |
| -4 | C[C@@H]1CN([C@@H](C)CO)C(=O)c2cc(-c3ccncc3)cnc2O[C@@H]1CN(C)S(=O)(=O)c1ccc(F)cc1 |

Source: PubChem BioAssay
